# S1P1 ag pot: S1P1 (human) agonism or agonism potentiation; activation, % at 9.5 µM; hit rate 0.57% among 56,000; P21453; S1P1 CRE-bla cells, forskolin, beta-lactamase FRET, potentiator mode; S1P1 agonist co-added at EC20, 2 nM; 100% = saturating reference agonist, 0% = basal;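 active = activation above a cutoff set at the mean activation of all tested compounds plus 3 SD, cut at about 54% in these data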;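 also: forskolin at 4 µM as EC80 and the EC20 agonist is SEW2871; 100% = SEW2871 at its EC100 plus forskolin at EC80; some compounds past the cut are filed as inactive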
# Target sequence (P21453 whole entry, looked up): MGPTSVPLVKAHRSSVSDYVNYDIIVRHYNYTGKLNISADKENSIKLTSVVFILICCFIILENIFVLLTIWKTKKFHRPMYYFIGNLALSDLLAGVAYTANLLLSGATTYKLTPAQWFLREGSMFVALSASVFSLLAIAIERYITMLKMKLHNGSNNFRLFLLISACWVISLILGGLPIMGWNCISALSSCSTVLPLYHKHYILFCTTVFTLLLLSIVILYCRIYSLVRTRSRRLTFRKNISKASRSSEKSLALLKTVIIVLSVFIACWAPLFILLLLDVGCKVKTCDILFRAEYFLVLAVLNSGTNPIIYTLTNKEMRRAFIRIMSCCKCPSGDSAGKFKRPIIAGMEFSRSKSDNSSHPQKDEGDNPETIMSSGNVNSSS
# HTR1E agonist: 5-HT1E (human) receptor agonism; P28566; activation, % at 6 µM; AID 574; hit rate 0.69% among 65,000; CHO 5-HT1E Ga15 NFAT-bla reporter, FRET; 0% DMSO wells, 100% control agonist wells;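 active = activation above a set limit, the screen-wide mean activation plus 3 SD, cut at about 8.5% in these data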;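 also: 100% = positive control agonist at 1 µM giving full maximal response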
# D1 allo mod: D1 dopamine receptor (human) allosteric modulation. P21728. HEK293 D1, CRE-luciferase, dopamine EC30 potentiation; actives deviate in either direction. B-score at 10 µM. hit rate 5.9% among 58,000;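 active = luminescence count or its row- and column-corrected plate score outside the 99.7% band of the plate's sample wells, on either side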
# HEK293 NFkB inh: inhibitors of the PMA/ionomycin-induced NF-kB reporter in HEK293 cells; HEK-293 NF-kB luciferase reporter, luminescence; inhibition, % at 3 µM; hit rate 0.21% among 62,000;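 active = inhibition above the mean of all tested compounds plus 3 SD, cut at about 40% in these data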;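 also: 0% = stimulated DMSO wells and 100% = 10 µM reference inhibitor 5653914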
#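 Reagent: PMA plus ionomycin mix as NF-kB-activating stimulus. Assay system: NF-kB luciferase reporter HEK-293 cells. Technique: luminescence from luciferase substrate reagent. Incubation: 1 h compound pre-incubation, 16 h PMA/ionomycin at 37 °C. Benchmarks: DMSO only as uninhibited control, 10 µM reference inhibitor as full inhibition. Repeats: tested once.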
# 5HT1a antag: blocks the human serotonin 5-HT1a receptor; AID 612; CHO 5-HT1a Ga15 NFAT-bla reporter, antagonist mode; inhibition, % at 10 µM; P08908; hit rate 0.68% among 62,000;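 active = inhibition above the mean of all tested compounds plus 3 SD, cut at about 43% in these data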;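 also: receptor stimulated by 5-CT agonist at 100 nM near EC80; beta-lactamase reporter measured by ratiometric fluorescence of a cleavable substrate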
# Target sequence (P08908 whole entry, looked up): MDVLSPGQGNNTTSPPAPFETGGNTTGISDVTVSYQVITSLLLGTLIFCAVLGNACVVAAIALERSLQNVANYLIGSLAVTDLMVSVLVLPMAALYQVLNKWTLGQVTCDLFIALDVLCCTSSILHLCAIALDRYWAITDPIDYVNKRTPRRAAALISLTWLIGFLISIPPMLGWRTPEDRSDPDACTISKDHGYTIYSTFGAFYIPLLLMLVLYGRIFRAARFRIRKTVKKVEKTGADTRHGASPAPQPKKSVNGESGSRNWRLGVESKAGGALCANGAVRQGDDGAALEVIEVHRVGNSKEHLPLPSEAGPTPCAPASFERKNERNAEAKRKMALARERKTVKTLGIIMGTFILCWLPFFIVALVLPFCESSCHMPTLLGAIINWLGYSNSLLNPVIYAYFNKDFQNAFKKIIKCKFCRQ
# Jurkat tox 60K: reduces viability or proliferation of Jurkat cells; Jurkat E6.1 viability, ATP luminescence, 48 h; inhibition, % at 4 µM; hit rate 1.2% among 56,000;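 active = inhibition above the mean inhibition of all tested compounds plus 3 SD, cut at about 28% in these data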
# HTR1A agonist: 5-HT1a (human) receptor agonism. P08908. CHO 5-HT1a Ga15 NFAT-bla reporter, FRET ratio; 0% basal, 100% maximal reference agonist. activation, % at 10 µM. hit rate 0.56% among 65,000;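 active = activation above the screen-wide mean activation plus 3 SD, cut at about 19% in these data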;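 also: 0% = DMSO wells and 100% = 5-CT at EC100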
# HTR1E antagonist: antagonists of human 5-HT1E serotonin receptor; hit rate 0.99% among 65,000; inhibition, % at 6 µM; CHO 5-HT1E Ga15 NFAT-bla reporter, FRET, antagonist;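 active = inhibition above a set limit, the mean inhibition across every tested compound plus 3 SD, cut at about 29% in these data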;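 also: signal is the 460 over 535 nm emission ratio of beta-lactamase substrate; 0% = agonist plus DMSO wells and 100% = wells without agonist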
# S1P3 agonist: activates the human S1P3 receptor. Q99500. hit rate 0.1% among 60,000. activation, % at 4.5 µM. S1P3 NFAT-BLA reporter cells, agonism, FRET ratio; relative to 1 µM S1P, basal subtracted;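 active = activation above the screen-wide mean plus 3 SD, cut at about 4.5% in these data, passing the limit was not always enough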; also: some compounds called inactive have numbers as strong as hits
#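 Benchmarks: high control 1 µM S1P / System: stable CHO line with human S1P3, Gα16, NFAT-BLA reporter / Dosing: single compound concentration, 4.5 µM final / Timing: 4 h compound at 37 °C, 2 h substrate at RT / Measured by: FRET β-lactamase substrate fluorescence, excitation 405 nm, 460/535 nm emission ratio, background-subtracted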
# An asterisk follows results filed as active; x = no result given. Random draw from the library; any-hit rate near 8.3%.
(1) Cc1noc(C)c1CSc1nc2ccccc2n1C
(2) CCCCSc1nc(C)c(C(C)=O)cc1C#N
(3) O=C(c1cc2ccccc2o1)c1nc2c(n1O)CCCCC2
(4) COC(=O)/C=C/S(=O)(=O)c1ccc(NC(C)=O)cc1
(5) CC(CN(C)Cc1ccccc1)OC(=O)C1COc2ccccc2O1 (stereo not drawn)
(6) CC1(C)Cc2c(C#N)c(N)n(-c3ccccc3)c(=O)c2CO1
(7) C1=CC2c3ccccc3NC(c3ccncc3)C2C1 (stereo not drawn)
(8) COc1ccc(C2=CSC3=NCCN23)cc1F
(9) Cc1c(C(=O)N2CCOCC2)oc2ccc(S(=O)(=O)N3CCCCCC3)cc12
(10) Cc1ccccc1OCCC(=O)Nc1c(C)n(C)n(-c2ccccc2)c1=O
compound no.	1	2	3	4	5	6	7	8	9	10
S1P1 ag pot	0	-27	-20	42	-9	0	-28	-12	x	10
HTR1E agonist	-0.1	-1.0	-0.9	-0.4	0.8	-0.8	-0.3	0.3	-1.3	0.2
D1 allo mod	-0.72	1.1	-0.84	-1.8	0.18	3.2	1.5	-0.9	0.089	0.87
HEK293 NFkB inh	19	4	-16	2	8	-3	8	14	4	15
5HT1a antag	5	-9	3	82*	-2	9	-2	-17	-5	3
Jurkat tox 60K	5	8	2	71*	1	-2	2	4	x	8
HTR1A agonist	-2.5	0.2	-1.8	-5.7	-1.6	-1.6	-1.1	-1.3	2.5	0.4
HTR1E antagonist	-3	23	-3	67*	7	5	10	-1	10	-3
S1P3 agonist	-1.2	-0.7	-1.3	-1.4	0.7	0.8	-0.6	0.2	x	-0.8

(11) CCOc1cccc(NC(=O)CC#N)c1
(12) CCOC(=O)C1=C(c2ccccc2)N2CCN=C2S1
(13) COc1cc2c(cc1OC)CN(C(=O)CSc1nc(N)c(C#N)cc1C#N)CC2
(14) CC(C)c1nc2sc3c(NCc4ccco4)ncnc3c2c2c1COC(C)(C)C2
(15) COC(=O)c1[nH]c2cccc(Cl)c2c1NC(=O)CN1CCN(CCO)CC1
(16) O=C(NCCCNCc1ccccc1)/C(=N\O)c1ccccc1
(17) Cc1ccc(CCNC(=O)c2nnn(-c3cc(C)cc(C)c3)c2N)cc1
(18) COC(=O)c1ccccc1NC(=O)C1CCCN(S(C)(=O)=O)C1 (stereo not drawn)
(19) CCOC(=O)c1nn(-c2ccc(OC)cc2)c(=O)c2c(N)scc12
(20) CCOC(=O)c1c(NC(=O)CSc2nnc(-c3ccc(OC)cc3)o2)sc2c1CCC2
compound no.	11	12	13	14	15	16	17	18	19	20
S1P1 ag pot	x	18	-6	x	13	-14	-50	-14	-13	8
HTR1E agonist	0.8	-1.3	-2.0	-0.4	-0.2	-0.1	-0.3	-0.3	0.8	-1.3
D1 allo mod	-0.0099	3.1	1.6	x	-0.24	x	0.17	0.81	5.1*	1.5
HEK293 NFkB inh	-2	13	5	25	7	x	21	21	23	13
5HT1a antag	12	14	15	18	3	x	-7	1	-2	7
Jurkat tox 60K	3	12	6	x	8	x	4	7	-4	6
HTR1A agonist	-2.3	-3.0	-0.7	8.9	-5.1	-0.8	0.6	-3.6	-1.4	-3.4
HTR1E antagonist	-5	15	13	56*	-10	3	-5	-9	-14	13
S1P3 agonist	-0.1	-0.2	-0.3	x	-1.5	-2.5	-0.7	0.0	0.1	0.0

(21) CC(C)c1nc2oc3c(N4CCN(C)CC4)ncnc3c2c2c1CCC2
(22) CCOc1ccc(NC(=O)C(C)Sc2nnnn2C)cc1 (stereo not drawn)
(23) COc1ccccc1N1C(=O)C2C3C=CC(C3)C2(C)C1=O (stereo not drawn)
(24) O=C1C2=C(c3ccccc31)[N+](=O)[C@@H]1CCCC[C@@H]1N2[O-]
(25) COc1cccc(C2=CC(c3cc(OC)ccc3OC)n3nnnc3N2)c1 (stereo not drawn)
(26) COc1cc(OC)nc(NC(=O)CS(=O)(=O)c2ccccc2)n1
(27) CC(C)Sc1oc(-c2ccco2)nc1S(=O)(=O)c1ccc(F)cc1
(28) COc1ccc(N2CCN(C(=O)C(C)(C)Oc3ccc(Cl)cc3)CC2)cc1
(29) CCCC(c1nnnn1CCOC)N1CCN(c2cccc(OC)c2)CC1 (stereo not drawn)
(30) CC(=O)c1ccc(OC(C)C)c(CSc2nc(O)cc(=O)[nH]2)c1
compound no.	21	22	23	24	25	26	27	28	29	30
S1P1 ag pot	-39	x	-4	-28	-31	-6	x	6	7	5
HTR1E agonist	0.8	0.1	-0.4	0.5	0.5	-1.3	-1.5	0.9	1.4	-0.3
D1 allo mod	x	0.97	0.044	0.15	4.1*	-0.056	3.4	0.25	0.69	0.36
HEK293 NFkB inh	5	4	6	8	10	9	14	4	12	17
5HT1a antag	-17	14	-7	-4	19	-7	-2	17	11	-4
Jurkat tox 60K	9	5	-6	-1	90*	-3	x	4	-2	7
HTR1A agonist	0.8	-4.0	-3.7	-4.2	-1.5	-0.8	-0.2	-0.6	-0.3	0.8
HTR1E antagonist	-4	1	2	-11	11	7	-9	-1	-5	-10
S1P3 agonist	-0.4	-0.3	-0.4	0.5	0.4	-0.5	x	-1.2	-0.3	-1.8

# Given with each value named: 3 of the compounds above.
23) COc1ccccc1N1C(=O)C2C3C=CC(C3)C2(C)C1=O (stereo not drawn)
  S1P1 ag pot = -4
  HTR1E agonist = -0.4
  D1 allo mod = 0.044
  HEK293 NFkB inh = 6
  5HT1a antag = -7
  Jurkat tox 60K = -6
  HTR1A agonist = -3.7
  HTR1E antagonist = 2
  S1P3 agonist = -0.4
24) O=C1C2=C(c3ccccc31)[N+](=O)[C@@H]1CCCC[C@@H]1N2[O-]
  S1P1 ag pot = -28
  HTR1E agonist = 0.5
  D1 allo mod = 0.15
  HEK293 NFkB inh = 8
  5HT1a antag = -4
  Jurkat tox 60K = -1
  HTR1A agonist = -4.2
  HTR1E antagonist = -11
  S1P3 agonist = 0.5
25) COc1cccc(C2=CC(c3cc(OC)ccc3OC)n3nnnc3N2)c1 (stereo not drawn)
  S1P1 ag pot = -31
  HTR1E agonist = 0.5
  D1 allo mod = 4.1*
  HEK293 NFkB inh = 10
  5HT1a antag = 19
  Jurkat tox 60K = 90*
  HTR1A agonist = -1.5
  HTR1E antagonist = 11
  S1P3 agonist = 0.4

# The listing continues.
(31) Cc1ccc(/C=c2\sc3nc(-c4ccccc4Br)nn3c2=O)o1
(32) Cn1cc(Cl)c(C(=O)NC2CCCC2)n1
(33) Cc1ccc(C)c(S(=O)(=O)NC(CCC(N)=O)C(=O)O)c1 (stereo not drawn)
(34) CSCCC(NC(=O)c1ccco1)C(=O)O (stereo not drawn)
(35) N#Cc1c(N)sc2c1CCN(C(=O)OCc1ccccc1)C2
(36) O=S(=O)(c1cccc(S(=O)(=O)N2CCC(N3CCCCC3)CC2)c1)N1CCOCC1
(37) Cc1cc(C(=O)Nc2cccnc2)cs1
(38) CCCCC(=O)Nc1nc(C)c(C(C)=O)s1
(39) CCOc1ccc(NC(=O)C2CCN(C(=O)NCc3ccccc3)CC2)cc1
(40) O=C(CC1N=C2c3ccccc3N=C(SCc3ccccc3Cl)N2C1=O)NCc1ccco1 (stereo not drawn)
compound no.	31	32	33	34	35	36	37	38	39	40
S1P1 ag pot	-6	-23	x	x	-34	x	-3	-7	6	11
HTR1E agonist	0.5	0.9	-0.4	1.0	0.0	-1.5	0.3	0.3	-0.4	0.1
D1 allo mod	0.55	-0.023	x	-1.3	5.8*	-0.072	0.23	-0.063	0.12	x
HEK293 NFkB inh	-2	3	-8	9	19	7	4	7	15	24
5HT1a antag	-9	-10	-8	-2	-7	-2	-8	-19	2	7
Jurkat tox 60K	2	-4	x	x	13	x	-1	-3	-8	8
HTR1A agonist	-0.6	-3.8	0.3	-1.1	-4.4	-2.6	0.4	-0.7	-0.4	0.9
HTR1E antagonist	-5	1	2	-1	-3	1	0	1	-1	9
S1P3 agonist	-0.6	-0.1	x	x	-0.6	x	0.7	-0.5	0.2	-0.8

# Whole records from above. Values in the order: S1P1 ag pot | HTR1E agonist | D1 allo mod | HEK293 NFkB inh | 5HT1a antag | Jurkat tox 60K | HTR1A agonist | HTR1E antagonist | S1P3 agonist
# O=C(CC1N=C2c3ccccc3N=C(SCc3ccccc3Cl)N2C1=O)NCc1ccco1 (stereo not drawn) across the screens: 11 | 0.1 | x | 24 | 7 | 8 | 0.9 | 9 | -0.8
# COC(=O)c1[nH]c2cccc(Cl)c2c1NC(=O)CN1CCN(CCO)CC1 across the screens: 13 | -0.2 | -0.24 | 7 | 3 | 8 | -5.1 | -10 | -1.5
# CCOC(=O)c1nn(-c2ccc(OC)cc2)c(=O)c2c(N)scc12 across the screens: -13 | 0.8 | 5.1* | 23 | -2 | -4 | -1.4 | -14 | 0.1

# More entries.
(41) CC(C)C1N=C2c3ccccc3N=C(SCc3cc(=O)n4cc(Cl)ccc4n3)N2C1=O (stereo not drawn)
(42) CCOC(=O)c1cc2sc(C)cc2n1CC(=O)NCCc1ccccc1
(43) COc1cccc2cc(C(=O)NCC3CCCO3)c(=O)oc12 (stereo not drawn)
(44) N#CCCCn1c(-c2ccccc2)noc1=O
(45) CCCNC(=O)c1c(C)cc(=O)oc1C
compound no.	41	42	43	44	45
S1P1 ag pot	-63	x	x	0	x
HTR1E agonist	1.5	-0.9	-0.5	-0.3	-0.1
D1 allo mod	3.2	-0.68	2.5	6.4*	0.28
HEK293 NFkB inh	20	13	8	2	14
5HT1a antag	-18	42	-2	-5	1
Jurkat tox 60K	6	x	x	1	x
HTR1A agonist	5.6	-1.3	0.6	-2.2	0.5
HTR1E antagonist	-1	0	-1	5	-7
S1P3 agonist	0.7	x	x	-0.6	x

# Screening results from PubChem.
